# RXFP1 antag – antagonists of human relaxin receptor RXFP1. Q9HBX9. HEK293-RXFP1, relaxin-stimulated cAMP HTRF, 30 min; stronger effect = lower value. activity change, negative = inhibition, % at 57.5 µM. actives 0.59% (n = 350,000). AID 1259400;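 active = activity change of -60% or lower, but not beyond a set lower limit; inconclusive = change between -60% and -40%, or beyond the set limit; inactive = change above -40%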; also: % is scaled to controls: 0 for no effect and ±100 for the full control effect
# RXFP1 agonist – agonists of human relaxin receptor RXFP1; actives 0.3% (n = 370,000); HEK293T-RXFP1 cAMP TR-FRET, 30 min; response scale: percent of porcine relaxin response, buffer zero; Potency, µM (top dose mostly 57.5 µM), inactives show at the highest dose activation, hits mostly activators; also: potency is read from the fitted curve at half-maximal effect; % is scaled to controls: 0 for no effect and ±100 for the full control effect; nearly all actives have a fitted effect of over 60% in size; many of its hits are not listed in these tables
#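 HEK293T cells stably expressing RXFP1 were pretreated with the PDE4 inhibitor Ro 20174, exposed to compounds for 30 min at 37C, lysed, and cAMP was read by TR-FRET. Data normalized to buffer (basal) and 29 nM porcine relaxin (100%).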
# D2 potentiator – D2 dopamine receptor (human) potentiation. potentiation, % at 10 µM. P14416. HEK293 T-REx D2, calcium flux, EC20 dopamine potentiation. actives 0.34% (n = 340,000);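 active = potentiation over 3 SD above the plate norm, cut at about 30% in these data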; also: 0% is about no effect
# Target sequence (P14416 whole entry, looked up): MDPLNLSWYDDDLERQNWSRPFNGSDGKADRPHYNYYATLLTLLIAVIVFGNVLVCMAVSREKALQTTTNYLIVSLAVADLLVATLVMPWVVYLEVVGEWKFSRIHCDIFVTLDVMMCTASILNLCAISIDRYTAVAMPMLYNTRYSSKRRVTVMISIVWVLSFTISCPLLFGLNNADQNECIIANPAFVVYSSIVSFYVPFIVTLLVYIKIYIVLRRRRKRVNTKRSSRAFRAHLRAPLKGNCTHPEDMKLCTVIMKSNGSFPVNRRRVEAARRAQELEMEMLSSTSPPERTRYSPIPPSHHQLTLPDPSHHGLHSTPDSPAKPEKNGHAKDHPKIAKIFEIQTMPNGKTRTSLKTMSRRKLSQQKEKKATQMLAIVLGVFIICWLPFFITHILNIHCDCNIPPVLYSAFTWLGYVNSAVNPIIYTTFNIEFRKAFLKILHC
#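 Primary screen. Calcium kinetics in induced HEK293 T-REx D2 cells: compound pre-addition 180 s, EC20 dopamine, 180 s more.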
# D1 ag – activates the human D1 dopamine receptor. P21728. HEK293 T-REx D1 cells, calcium flux, agonist mode. activation, % at 2 µM. actives 1% (n = 360,000). AID 504660; in the data active = activation above about 30%; also: 0% is about no effect
# Target sequence (P21728 whole entry, looked up): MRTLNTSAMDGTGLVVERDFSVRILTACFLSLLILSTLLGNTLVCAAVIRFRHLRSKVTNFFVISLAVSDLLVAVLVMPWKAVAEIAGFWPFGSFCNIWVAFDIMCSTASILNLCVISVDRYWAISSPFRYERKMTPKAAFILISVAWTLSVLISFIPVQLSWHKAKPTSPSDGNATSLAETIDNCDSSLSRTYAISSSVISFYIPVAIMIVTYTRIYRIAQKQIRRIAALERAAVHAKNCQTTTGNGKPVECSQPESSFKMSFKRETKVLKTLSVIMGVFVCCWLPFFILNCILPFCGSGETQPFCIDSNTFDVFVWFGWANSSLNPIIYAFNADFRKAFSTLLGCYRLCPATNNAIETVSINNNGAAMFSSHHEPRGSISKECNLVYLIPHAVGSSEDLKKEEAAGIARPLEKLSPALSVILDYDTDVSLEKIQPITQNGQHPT
#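 Agonism was scored from calcium flux recorded over 180 s (1 read/s) after pintool compound addition, following a 10-cycle baseline. Cells were inducible force-coupled HEK293 TREx D1, plated overnight at 30 C and loaded with no-wash calcium dye.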
# D1 PAM – human D1 dopamine receptor positive modulation | actives 0.036% (n = 360,000) | HEK293 TREx D1 cells, calcium flux, dopamine EC20 potentiation | AID 504651 | P21728 | potentiation, % at 10 µM; in the data active = potentiation above about 30%; also: 0% is about no effect
# Vif-APOBEC3G blk – inhibitors of Vif-APOBEC3G interaction; Q9HC16; HeLa A3G-eYFP + Vif (tagged APOBEC3G with the HIV-1 protein that degrades it), YFP fluorescence, overnight; Potency, µM (series often up to 46.1 µM), for the others: top-dose activity, negative = active, most hits filed as inhibitors; actives 0.076% (n = 410,000);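 also: potency is read from the fitted curve at half-maximal effect; % is scaled to controls: 0 for no effect and ±100 for the full control effect; nearly all actives have a fitted effect of over 60% in size; hits raise eYFP signal because A3G escapes Vif-driven loss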
#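 Read-out is eYFP fluorescence (Ex 488/Em 500-530) from Vif-expressing HeLa A3G-eYFP cells; more signal means A3G escaped Vif-mediated degradation. Cells plated overnight, compound pinned in, incubated overnight at 37 deg C.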
# Vif-A3F inh – blocks the Vif interaction with APOBEC3F | actives 0.2% (n = 390,000) | Potency, µM (titrated, usually from 46.1 µM), without a hit: at the highest dose activity, negative = active | HeLa A3F-eYFP + Vif (tagged APOBEC3F with the HIV-1 protein that degrades it), YFP fluorescence increase; also: potency is read from the fitted curve at half-maximal effect; % of control where 0% means no effect; nearly all actives have a fitted effect of over 65% in size
#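 Fluorescence increase (Ex 488/Em 500-530) after overnight compound treatment at 37 deg C flags inhibition of Vif-driven A3F-eYFP loss in stable HeLa A3F-eYFP/Vif cells seeded overnight beforehand.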
# D1 antagonist – blocks dopamine activation of the human D1 receptor. HEK293 TREx D1 cells, calcium flux, dopamine EC80; stronger effect = lower value. AID 504652. activity change, negative = inhibition, % at 10 µM. actives 3.2% (n = 360,000); in the data active = activity change below about -30%; also: % is scaled to controls: 0 for no effect and ±100 for the full control effect
#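 Antagonism measured as reduced calcium response to an EC80 dopamine addition following 180 s compound pre-read; cells were inducible HEK293 Trex D1 plated overnight at 30 C, read kinetically at 1 cycle/sec.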
# Glioma ERSR ind – induces the endoplasmic reticulum stress response in human glioma cells | U87-MG GRP78 promoter luciferase reporter, 16 h | Potency, µM, for inactives: top-dose activation, most hits filed as activators | actives 0.02% (n = 420,000) | AID 602332; also: potency is read from the fitted curve at half-maximal effect; series mostly up to about 76 µM; % of control where 0% means no effect; nearly all actives have a fitted effect of over 35% in size
#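 Stably transfected U87-MG glioma cells carrying a GRP78-based luciferase sensor; 16 h compound incubation. Luminescence end-point read 10 min after Bright-Glo addition at room temperature.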
# * marks the source's active call; other numbers are inactive results; ? = inconclusive; . = no result given. Unless noted, calls follow the shape of the dose curve; as a rule, active = well fitted curve in the direction sought with a large enough effect; inconclusive = small, poorly fitted or top-dose-only effect, or another doubt; inactive = no such curve, though single readings can be large; an effect the other way counts as inactive or inconclusive. These rows are one share of the data. The share of hits here may be higher or lower than overall.
SMILES,RXFP1 antag,RXFP1 agonist,D2 potentiator,D1 ag,D1 PAM,Vif-APOBEC3G blk,Vif-A3F inh,D1 antagonist,Glioma ERSR ind
O=C(Nc1ccc(O)cc1)c1ccc2c(c1)C(=O)N(Cc1ccco1)C2=O,3,0.1%,6,6,-3,-5%,-10%,3,5%
CC(/C=N/N1CCN(Cc2ccccc2)CC1)=C\c1ccccc1,?,1.4%,-17,0,-4,1%,-6%,-7,4%
C[C@H]1CN([C@@H](C)CO)S(=O)(=O)c2ccc(Br)cc2O[C@@H]1CN(C)C(=O)C1CCOCC1,-14,.,.,.,.,-1%,1%,.,-3%
N#Cc1ccc2c(=O)n(-c3ccccc3)sc2c1,4,.,.,.,.,0%,-9%,.,-2%
COCCCN(C(=O)CSCC(=O)Nc1cccc(C)c1)c1c(N)n(Cc2ccccc2)c(=O)[nH]c1=O,1,0.0%,5,3,-2,-1%,-3%,-10,-1%
C/C(=N/NS(=O)(=O)c1ccc(Cl)cc1)c1cccc(NC(=O)c2ccncc2)c1,-9,0.6%,-2,2,8,-6%,1%,5,-4%
COC(=O)C1=C(C(=O)OC)[C@@H]2N(C)c3ccc(OC)cc3[C@@]23C[C@@H](C(=O)OC)N(C(=O)c2ccc(Br)cc2)C3=N1,.,-1.2%,5,-1,-1,-30%,-1%,22,-4%
Cc1nc2c(-c3ccccc3)c(C)nn2c(C)c1CCC(=O)O,.,3.2%,-1,-1,-1,-5%,-9%,3,-6%
OCCN(C=NC1=NN(c2cccc(C(F)(F)F)c2)CC1)CCO,-23,-3.0%,-1,1,10,-5%,1%,25,2%
Cc1cc(C)cc(NC(=O)CSc2nc3sc4c(c3c(=O)[nH]2)CCCC4)c1,-6,-2.0%,4,5,1,4%,-21%,-12,-2%
CSc1nnc(-c2cccn(Cc3cccc(Cl)c3)c2=O)o1,-3,7.2%,0,2,4,-2%,6%,-1,-3%
Cc1ccc(S(=O)(=O)N2CCCCC2C(=O)N(C)c2ccccc2)cc1 (configuration not stated),-6,2.4%,.,1,-8,-1%,2%,5,-5%
Cc1ccc(C)c(N2CCN(C(=O)Cn3cnc4nc5c(cc4c3=O)CCCC5)CC2)c1,-8,-1.1%,8,8,0,-10%,-11%,0,-4%
Cc1ccc(-n2c(C)c([N+](=O)[O-])c3ccc(O)cc32)cc1,.,0.6%,0,1,-2,.,.,-7,.
COc1ccc(CCNC(=O)CSc2nnc3c(n2)[nH]c2ccc(F)cc23)cc1OC,-16,1.4%,2,0,-4,5%,-15%,-5,-5%
CC(=O)Nc1ccc(S(=O)(=O)NNC(=O)COc2cc(C)ccc2C(C)C)cc1,-2,0.0%,20,0,1,-4%,-3%,-19,-8%
CCn1c(SCC(=O)N2CCc3ccccc3C2)nc2sc(C)c(C)c2c1=O,-9,3.1%,-3,2,-3,-1%,0%,-4,-4%
CCCCC(Sc1nc(N)c(NC(=O)c2ccc(OC)cc2)c(=O)[nH]1)C(=O)O (configuration not stated),-6,0.0%,5,2,-4,-1%,0%,2,-2%
CC1(C(=O)N(CC(=O)NC2CCCC2)Cc2ccc(Cl)cc2)CC(=O)N=C2C=CC=CN21 (configuration not stated),4,-0.4%,-9,2,-4,0%,-24%,16,-6%
CC1CC2(NC(=O)NC2=O)C(C)CN1C (configuration not stated),-2,1.1%,4,1,-5,1%,1%,14,-2%
CC1CCCC(C)N1C(=O)COC(=O)CNS(=O)(=O)c1ccc2ccccc2c1 (configuration not stated),-3,.,.,.,.,5%,-5%,.,-4%
Cn1c(SCC(=O)NC2CCS(=O)(=O)C2)nnc1-c1ccco1 (configuration not stated),0,4.8%,-8,8,.,3%,3%,-3,-4%
CCN(CC)C(=O)Cc1c(O)c2ccccc2[nH]c1=O,9,0.1%,5,4,-4,-1%,3%,0,0%
Cc1cccc(C)c1NC(=O)Cn1nc(C)c2sc3ccccc3c2c1=O,-13,-5.7%,-3,4,-2,-3%,-4%,0,-3%
COc1cc(N)c(Cl)cc1C(=O)OCC(=O)N1CCCCCC1,3,1.7%,-12,6,.,0%,11%,2,1%
COc1cc(C(=O)NNC(=O)COc2ccccc2Cl)ccc1OCC(=O)N1CCOCC1,4,1.1%,12,4,-4,2%,-3%,25,-4%
Cc1nc(N2CCCCCC2)c2ccccc2n1,11,2.5%,4,24,-5,1%,-1%,-21,0%
CCOC(=O)C1=C(C)N=C2SC(C(=O)OC)=CC(=O)N2C1c1cc(OC)c(OC)c(OC)c1 (configuration not stated),2,0.1%,-1,2,-7,-4%,9%,2,-4%
COC(=O)C(CCSC)NC(=O)c1c(C)oc2ncn(CC(C)C)c(=O)c12 (configuration not stated),.,-0.6%,6,2,-2,-4%,1%,2,6%
O=C(NCC(c1ccc2c(c1)OCO2)N1CCN(c2ccccc2F)CC1)c1ccccc1F (configuration not stated),-29,1.9%,-6,1,-4,1%,10%,7,-3%
O=C(NCc1ccccc1F)c1cc2ccccn2n1,-9,0.1%,2,1,-2,-4%,-14%,-1,1%
CC1=C(C(=O)Nc2ccccc2)C2(CCCCC2)C(C(N)=O)C(=S)N1 (configuration not stated),-2,-0.5%,5,0,0,-2%,-12%,-7,-4%
CCN1/C(=C\c2ccc3cc(C)ccc3[n+]2CC)Sc2cc(C)c(C)cc21,-14,13%,2,5,5,15%,?,5,-8%
CC(NC(=O)C1C(=O)N(CCO)C2(C)CC1c1ccccc1O2)c1ccccc1 (configuration not stated),1,-0.4%,-11,3,-4,1%,7%,30,0%
COCCCNC(=O)CN(Cc1ccccc1)S(=O)(=O)c1ccccc1,10,0.5%,1,5,-2,3%,-5%,-4,-2%
Cc1nn(CCC(=O)NNC(=S)Nc2cccc(Cl)c2)c(C)c1[N+](=O)[O-],5,2.2%,-6,-2,4,-6%,2%,11,-4%
O=C(c1cc(C2CC2)nn1-c1ccccc1)N1CCN(S(=O)(=O)c2ccc(F)cc2)CC1,2,.,.,.,.,-2%,2%,.,-4%
COC(=O)N/N=C/c1c[nH]c2ccccc12,-18,0.2%,-3,1,1,-3%,-8%,7,1%
CCC(C)C(NC(=O)c1ccccc1NC(=O)c1ccco1)C(=O)NC1CCCCC1 (configuration not stated),-6,2.2%,7,2,-4,-4%,.,-6,6%
CCOc1ccc(OCC(=O)N(C)c2c(N)n(Cc3ccccc3)c(=O)[nH]c2=O)cc1,-13,-0.7%,-5,4,-2,1%,-3%,3,0%

# Just RXFP1 antag, RXFP1 agonist and D1 antagonist, for 3 of the compounds above:
SMILES | RXFP1 antag | RXFP1 agonist | D1 antagonist
Cc1ccc(S(=O)(=O)N2CCCCC2C(=O)N(C)c2ccccc2)cc1 (configuration not stated) | -6 | 2.4% | 5
Cc1ccc(C)c(N2CCN(C(=O)Cn3cnc4nc5c(cc4c3=O)CCCC5)CC2)c1 | -8 | -1.1% | 0
Cc1ccc(-n2c(C)c([N+](=O)[O-])c3ccc(O)cc32)cc1 | . | 0.6% | -7

# Following part
SMILES,RXFP1 antag,RXFP1 agonist,D2 potentiator,D1 ag,D1 PAM,Vif-APOBEC3G blk,Vif-A3F inh,D1 antagonist,Glioma ERSR ind
OC1CCC(Nc2ncnc3sccc23)CC1 (configuration not stated),5,0.2%,4,1,-3,-1%,10%,1,-1%
O=C(NC(=S)Nc1cccc2[nH]ncc12)c1ccccc1,-3,?,6,3,-1,0%,5%,-8,3%
Cc1ccc(C)c(S(=O)(=O)N2CC(=O)N(CCc3ccccc3)C(=O)C2)c1,-20,1.3%,15,14,-7,0%,-4%,-9,0%
CCC(O)c1c(-c2ccccc2)nn(C)c1Cl (configuration not stated),-21,-0.9%,0,2,1,1%,1%,-1,-2%
COC(C(=O)Nc1ccc(S(=O)(=O)Nc2cccc3ccccc23)cc1)c1ccccc1 (configuration not stated),1,-0.2%,1,14,-5,2%,3%,2,-7%
COc1ccc(CNC(=O)c2c(N)n(CCCN3CCOCC3)c3nc4ccccc4nc23)cc1,-3,3.7%,4,13,-5,-17%,-13%,-18,-6%
O=C(N/N=C/C=C\c1ccco1)c1cccs1,?,0.5%,-20,4,-2,0%,?,-4,10%
O=C1N=c2ccccc2=C1c1sc(=S)n(Cc2ccccc2Cl)c1O,3,0.8%,-5,2,-6,-3%,?,-2,-1%
CC(=O)C1=C(O)C(=O)N(Cc2cccnc2)C1c1ccc(Cl)cc1 (configuration not stated),13,5.5%,-8,2,-2,5%,0%,0,0%
COC(=O)CNc1c(-c2ccccn2)nc2ccc(Br)cn12,-3,2.0%,.,1,1,0%,0%,0,2%
COc1ccc(C(=O)Nc2ccccc2N2CCN(C(=O)c3ccccc3)CC2)cc1Br,4,2.7%,-10,4,-1,2%,6%,4,-2%
C=C(C)Cn1c(=O)c2c(nc3n2CCN3c2ccc(CC)cc2)n(C)c1=O,-2,14%,6,8,-4,8%,5%,5,-3%
Cc1ccccc1CSc1nnc(-c2cnccn2)n1C,1,-0.2%,-2,1,4,-1%,4%,-8,-1%
COc1ccc2c(c1)c(C(C)=O)c(C)n2-c1ccc(C(C)=O)cc1,-3,19%,9,2,2,0%,1%,-10,-7%
COc1ccc(OC)c(NC(=O)CN2C(=O)NC3(CCOc4ccccc43)C2=O)c1 (configuration not stated),-3,-0.3%,2,0,1,-1%,-7%,-3,-5%
CCOC(=O)c1ccc(COC(=O)CNS(=O)(=O)c2ccccc2)cc1,0,3.3%,-20,0,-7,2%,2%,-33*,-5%
COc1ccc(CCNc2nc(-c3cccc(NC(C)=O)c3)cs2)cc1OC,0,-1.3%,9,3,-4,-7%,11%,-12,-1%
O=C(Nc1ccccc1C(=O)O)c1ccc2ccccc2n1,3,1.9%,4,4,-4,-1%,6%,-19,-1%

# Grouped by structure, those above with a nitro group on carbon
SMILES,RXFP1 antag,RXFP1 agonist,D2 potentiator,D1 ag,D1 PAM,Vif-APOBEC3G blk,Vif-A3F inh,D1 antagonist,Glioma ERSR ind
Cc1ccc(-n2c(C)c([N+](=O)[O-])c3ccc(O)cc32)cc1,.,0.6%,0,1,-2,.,.,-7,.
Cc1nn(CCC(=O)NNC(=S)Nc2cccc(Cl)c2)c(C)c1[N+](=O)[O-],5,2.2%,-6,-2,4,-6%,2%,11,-4%

# Screening results as filed in PubChem.
